KOR beta-arrestin-1: KOR agonists, beta-arrestin recruitment, primary screen, cell-based, luminescence, uHTS (AID 1777); KOR beta-arrestin recruitment, luminescence; higher % means a stronger effect; one-dose activation, % at 10 µM; EC50 in µM for titrated hits; 280,000 tested, 0.02% active; in the data active = activation above about 50%, passing the limit was not always enough; also: a part of the inactive calls stands beside numbers as strong as those of hits
NOD1 inhibition: NOD1 signaling inhibitors, primary screen, cell-based, luminescence, uHTS (AID 1578); NOD1-driven NF-kB luciferase reporter cells, luminescence; higher % means a stronger effect; one-dose inhibition, % at 4 µM; EC50 in µM for titrated hits; 290,000 tested, 1% active; in the data active = inhibition mostly above about 36%, no sharp cut-off; inactive = mostly below about 34%;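 also: HEK-293T reporter cells stimulated with the NOD1 agonist gamma-tri-DAP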
Dengue-2 NS5 capping: Dengue-2 NS5 methyltransferase inhibitors, primary screen, biochemical, confirmation dose response (AID 588689); 340,000 tested, 0.3% active; inhibition, % at 25 µM, or IC50 in µM where a hit was titrated; Dengue-2 NS5 methyltransferase capping enzyme assay, biochemical; higher % means a stronger effect; Genome polyprotein (Dengue virus type 2 (strain 16681-PDK53)); in the data active = a potency from the dose series; inconclusive = inhibition above about 29% without an active follow-up result
KOR beta-arrestin-2: KOR antagonists, beta-arrestin recruitment, cell-based, luminescence, uHTS (AID 1778); 290,000 tested, 0.091% active; KOR beta-arrestin recruitment, luminescence, antagonist mode; higher % means a stronger effect; one-dose inhibition, % at 10 µM; IC50 in µM for titrated hits; in the data active = inhibition above about 50%; also: strong numbers were not always called active
GPR55 beta-arrestin: GPR55 agonists via beta-arrestin recruitment, primary screen, imaging, U2OS cells, beta-arrestin-GFP redistribution (AID 1961); 290,000 tested, 0.048% active; G-protein coupled receptor 55 (Homo sapiens); one-dose activation, % at 10 µM; EC50 in µM for titrated hits; U2OS GPR55 beta-arrestin-GFP redistribution imaging; higher % means a stronger effect;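 active = activation above 40% with more than 50 cells counted in the well; inconclusive = wells holding fewer than 50 cells, flagged as toxic or sparse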;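 also: U2OS osteosarcoma cells stably expressing GPR55 and beta-arrestin-GFP; plate controls were DMSO negative control for no effect and LPI positive control for full effect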
HIV fusion peptide: inhibitors of HIV fusion peptide binding, primary screen, biochemical, uHTS, fluorescence dequenching (AID 1986); 290,000 tested, 0.3% active; inhibition, % at 20 µM; hits with a dose series show IC50 in µM; cell-free peptide binding, fluorescence dequenching, 30 min; higher % means a stronger effect; in the data active = inhibition mostly above about 52%, no sharp cut-off; inactive = mostly below about 76%; also: some results filed as inactive read as strong as hits
GPR35 antagonists: GPR35 antagonists blocking zaprinast-driven arrestin recruitment, primary screen, imaging, U2OS, beta-arrestin-GFP, zaprinast agonist (AID 2058). G-protein coupled receptor 35 (Homo sapiens). 290,000 tested, 0.052% active. U2OS GPR35 beta-arrestin-GFP translocation imaging, zaprinast antagonism; higher % means a stronger effect. inhibition, % at 10 µM, or IC50 in µM where a hit was titrated;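 active = inhibition of at least 50% with at least 30 cells and total cytoplasm GFP at most 10,000,000; inconclusive = under 30 cells or total GFP of 10,000,000 plus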
GPR55 antagonists: GPR55 antagonists blocking LPI-driven arrestin recruitment, primary screen, imaging, U2OS, beta-arrestin-GFP, LPI agonist (AID 2013); G-protein coupled receptor 55 (Homo sapiens); U2OS GPR55 beta-arrestin-GFP translocation imaging, LPI antagonism; higher % means a stronger effect; inhibition, % at 10 µM, or IC50 in µM where a hit was titrated; 290,000 tested, 0.13% active;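 active = spots per cell inhibited over 60%, with over 100 cells counted and total cytoplasm intensity under 500,000; inconclusive = wells with under 100 cells, flagged as likely toxic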;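 also: U2OS cells stably carrying GPR55 and arrestin-GFP stimulated by 5 µM LPI near EC80; imaged beta-arrestin-GFP aggregate spots per cell after agonist stimulation; plate controls were LPI-stimulated DMSO wells for no effect and DMSO wells without LPI for full effect; some results filed as inactive read as strong as hits; confirmed hits need IC50 under 10 µM and bright autofluorescent wells are also inconclusive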
West Nile virus CPE: West Nile virus antiviral activity, cell-based, CPE readout (AID 1621) | West Nile virus-infected cells, CPE inhibition; higher % means a stronger effect | 290,000 tested, 0.02% active | CPE inhibition, % at 10 µM; hits with a dose series show IC50 in µM; in the data active = a potency from the dose series; inconclusive = CPE inhibition mostly from about 3.7% at the one dose, without a potency; inactive = the rest, 99 in 100 with CPE inhibition below about 2.2%; also: strong numbers were not always called active
Dengue-2 NS5 capping pilot replicate: recorded beside Dengue-2 NS5 capping, whose call it bears; inhibition, %; measured here: pilot screen replicate inhibition
Active calls of the source: *; ? = inconclusive; nt = not tested or not shown; [ ] = another dose, or the depositor's remark.

Start of the listing, in advance, 3 compounds:
SMILES	KOR beta-arrestin-1	NOD1 inhibition	Dengue-2 NS5 capping	KOR beta-arrestin-2	GPR55 beta-arrestin	HIV fusion peptide	GPR35 antagonists	GPR55 antagonists	West Nile virus CPE	others
COC(=O)C1(C)CC1(c1ccccc1)c1ccccc1 (stereo unspecified)	-0.6%	4%	1%	15%	-0.1%	-1.1%	-6%	6%	0.2%
COc1ccc(NC(=S)N2CCNC(=O)C2CC(=O)Nc2cccc(Cl)c2C)cc1 (stereo unspecified)	5.8%	-36%	-6%	nt	-0.4%	1.0%	-15%	13%	-1.8%
C=CCN1CCN(C(CC(C)C)c2nnnn2CCOC)CC1 (stereo unspecified)	3.8%	-10%	2%	-10%	-0.3%	-0.1%	-1%	-1%	0.2%

The whole of this part, repeating the preview:
SMILES	KOR beta-arrestin-1	NOD1 inhibition	Dengue-2 NS5 capping	KOR beta-arrestin-2	GPR55 beta-arrestin	HIV fusion peptide	GPR35 antagonists	GPR55 antagonists	West Nile virus CPE	others
COC(=O)C1(C)CC1(c1ccccc1)c1ccccc1 (stereo unspecified)	-0.6%	4%	1%	15%	-0.1%	-1.1%	-6%	6%	0.2%
COc1ccc(NC(=S)N2CCNC(=O)C2CC(=O)Nc2cccc(Cl)c2C)cc1 (stereo unspecified)	5.8%	-36%	-6%	nt	-0.4%	1.0%	-15%	13%	-1.8%
C=CCN1CCN(C(CC(C)C)c2nnnn2CCOC)CC1 (stereo unspecified)	3.8%	-10%	2%	-10%	-0.3%	-0.1%	-1%	-1%	0.2%
Cc1oc2cc3oc(=O)c(CC(=O)N[C@@H](C)C(=O)NC(Cc4ccc(Cl)cc4)C(=O)O)c(C)c3cc2c1C (stereo partly specified)	2.5%	-32%	8%	6%[20 µM]	-0.2%	30%	-8%	8%	0.2%
CCn1cc(/C=C(\NC(=O)c2ccccc2Cl)C(=O)N2CCOCC2)c2ccccc21	5.0%	-19%	-5%	-27%	-0.2%	1.0%	-11%	-4%	0.2%
Cc1cc(Nc2cccc(O)c2)c2ccccc2n1	-2.2%	-23%	nt	-12%	-0.2%	-1.2%	2%	-8%	0.6%
COc1ccc(NC(=O)c2cc(S(=O)(=O)N3CCCC3)ccc2OC)cc1	-0.3%	-8%	-5%	-8%	-0.2%	-0.1%	-18%	-21%	0.2%
COc1cc(-c2nnc(-c3ccncc3)o2)ccc1OCc1ccccc1	8.6%	-25%	-3%	-24%	-0.2%	1.1%	30%	19%	0.1%
CCCCn1c2c(c(=O)n(C)c1=O)C(c1ccc(OC)cc1)N1CCCCCC1=N2 (stereo unspecified)	0.6%	-9%	2%	-10%	-0.1%	-0.8%	28%	38%	-0.7%
Cc1nc(C(F)(F)F)c(C(=O)N/N=C(\N)c2ccccn2)s1	-2.8%	4%	6%	-3%	0.0%	5.8%	-3%	0%	?
O=c1nc(Nc2ccc(OCc3ccccc3)cc2)sc2ncccc12	1.5%	-25%	-1%	4%	-0.9%	-0.7%	-9%	22%	1.7%
COc1ccc(-n2c(=O)[nH]c3cc(C(=O)NCCc4ccc(OC)c(OC)c4)ccc3c2=O)c(OC)c1	-4.8%	-9%	-10%	-6%	-0.2%	0.7%	-2%	-3%	0.3%
O=C(CSc1nnc(-c2cccnc2)n1Cc1ccco1)c1ccc(Cl)cc1	-2.1%	-18%	2%	8%	-0.2%	3.8%	-10%	6%	-1.0%
COc1ccc(CN2CC(C(=O)NC3CCCCC3)CC2=O)cc1 (stereo unspecified)	2.7%	-22%	2%	-42%	-0.1%	1.4%	16%	13%	0.0%
Cc1cc(C)n(C(C[N+](=O)[O-])c2ccc(Cl)cc2)n1 (stereo unspecified)	3.1%	12%	-7%	-108%	0.0%	3.7%	-5%	0%	0.5%
COC(=O)CN1C(=O)C2(C(C#N)=C(N)Oc3ccccc32)C2=C1CC(C)(C)CC2=O (stereo unspecified)	-8.6%	2%	3%	-17%	-0.1%	1.8%	11%	4%	-0.2%	Dengue-2 NS5 capping pilot replicate=-3.6
C/C(=N\NC(=O)C1CC1(C)c1ccccc1)c1ccco1 (stereo unspecified)	3.2%	31%	-1%	24%	0.3%	-1.0%	2%	6%	-1.0%
CCCn1nnnc1SCC(=O)N1CCCC1	-4.5%	-18%	-1%	13%	-0.2%	-0.9%	-6%	13%	0.4%
O=C(c1ccco1)N1CCN(C2c3ccccc3-c3ccccc32)CC1	3.5%	11%	-1%	7%	-0.1%	-1.0%	5%	5%	1.0%
O=C(CCc1nnc(CCCCc2ccccc2)o1)NCCN1CCOC1=O	nt	-24%	-9%	14%[20 µM]	-0.1%	-1.3%	2%	0%	-0.6%
O=C(Cn1c2c(c(=O)n3ncnc13)CCC2)N/N=C/c1ccc(Cl)cc1	-0.5%	-9%	4%	-6%	-0.1%	0.9%	1%	12%	0.3%
CC1=C(C)CC(C(=O)Nc2nccs2)C(C(=O)O)C1 (stereo unspecified)	4.2%	-24%	-6%	-22%[20 µM]	-0.4%	0.3%	5%	-3%	0.4%
CNC(=O)C1CC(=O)N(CCCc2ccccc2)C(=Nc2ccccc2)S1 (stereo unspecified)	-2.8%	0%	-6%	0%	-0.1%	1.6%	-1%	-16%	-0.6%
COc1ccccc1NC(=O)NC1(C(=O)N2CCCCCC2)CCCCC1	-3.0%	-11%	1%	-16%	-0.4%	0.0%	14%	4%	-0.2%
CCCCCCNS(=O)(=O)c1ccc(OC)c(OC)c1	4.1%	-3%	-3%	-20%	-0.1%	2.6%	18%	-11%	-0.9%
Cc1noc(C)c1C(=O)OCC(=O)/C=C1\N(C)c2ccccc2C1(C)C	0.0%	-6%	7%	2%	-0.3%	-2.0%	12%	4%	0.0%	Dengue-2 NS5 capping pilot replicate=-0.4
NC1=NC(=Nc2ccc(S(=O)(=O)N3CCOCC3)cc2)c2ccccc21	3.8%	-1%	-11%	-7%	0.0%	0.3%	2%	-3%	0.0%
CCCCN(CC)Cc1ccc(CNC(=S)Nc2ccc(C)cc2Cl)o1	2.8%	-29%	-12%	19%	0.1%	-1.5%	0%	15%	0.5%
O=C(CN1C(=O)C2C3c4ccccc4C(c4ccccc43)C2C1=O)N1CCOCC1 (stereo unspecified)	-1.9%	5%	-8%	9%	-0.1%	-2.1%	33%	10%	-0.6%
C=CCn1c(-c2cc(-c3ccccc3)sc2N)n[nH]c1=S	-2.0%	-5%	nt	-31%	-0.2%	-1.4%	-2%	-4%	-0.2%
COc1cccc(C(=O)Nc2nnc(S(=O)(=O)N(C)Cc3ccccc3)s2)c1	-1.3%	18%	-2%	-23%	0.5%	4.0%	-6%	7%	-0.2%
Cc1ccccc1-c1nsc(SCC(=O)c2ccc(Cl)cc2)n1	-2.7%	-5%	-4%	13%	-0.2%	8.4%	9%	8%	nt
CCn1c(=O)c2cc(C(=O)N(C)c3ccc(OC)cc3OC)sc2c2ccccc21	2.5%	-11%	-1%	16%	0.2%	-1.8%	2%	10%	0.1%
Cc1ccc(OCC(=O)NNC(=O)c2cccnc2)cc1C	nt	-36%	4%	-31%[20 µM]	-0.1%	-0.9%	1%	9%	0.9%
COc1ccc(CCNC(=O)c2ccc(Cl)nc2)cc1	0.1%	-21%	-2%	-5%	0.3%	-1.7%	1%	-2%	-0.5%
CCc1nnc(NC(=O)c2sc3nc(C)cc(COC)c3c2N)s1	-3.7%	-36%	-5%	2%	-0.3%	3.0%	8%	7%	1.1%
O=C(COC(=O)c1nc(Cl)ccc1Cl)Nc1ccc2c(c1)OCO2	0.4%	-15%	-4%	-40%[20 µM]	0.3%	-2.5%	-8%	2%	-0.5%
Cc1cccc(NC(=O)CSc2nnc(-c3ccncc3)n2C)c1	8.1%	-14%	-9%	-26%	-1.0%	9.2%	8%	-14%	-0.3%
CCCC(C)C(=O)NCc1ccncc1 (stereo unspecified)	nt	-24%	1%	-4%[20 µM]	0.0%	0.2%	20%	6%	0.7%
Cc1cc(C)n(CCO)c(=O)n1	4.6%	11%	-7%	3%	-0.2%	0.0%	5%	-19%	0.3%
Cc1cc(-c2ccc(F)cc2)nc2cc(C(N)=O)nn12	0.3%	22%	2%	-54%	0.2%	-3.3%	-7%	8%	-0.5%
O=C(Nc1nc(-c2cccs2)cs1)c1cc2ccccc2oc1=O	2.4%	-12%	nt	-11%	-0.1%	-2.6%	1%	-2%	nt
CSc1nc(C)c2c(n1)OC(CN1C(=O)c3ccccc3C1=O)C2 (stereo unspecified)	1.9%	-6%	nt	-9%	0.6%	7.6%	12%	10%	nt
CCOC(=O)C(C(=O)OCC)C(C)C#CCN1CCCCC1 (stereo unspecified)	-0.5%	-21%	-1%	-40%	1.5%	-0.1%	1%	-8%	0.2%
CCCCc1cc(=O)oc2cc(OCC(=O)Nc3ccccn3)ccc12	0.8%	-46%	-7%	-25%	0.0%	1.1%	8%	3%	-0.4%
CCCOc1ccc(C(=O)CCC(=O)OCC(=O)N(C)c2c(N)n(Cc3ccccc3)c(=O)[nH]c2=O)cc1	2.6%	-47%	-6%	2%	0.0%	0.1%	0%	11%	0.5%
COc1ccc(C(=O)CSc2nnc(CNC(=O)c3ccco3)n2C)cc1	-3.3%	-23%	-9%	-37%[20 µM]	-0.1%	0.4%	1%	10%	0.0%
CCN(CC(=O)Nc1cccc(OC)c1)CC(=O)Nc1ccccc1C	-1.6%	-8%	-1%	6%	-0.3%	0.7%	-4%	4%	-0.3%
NC(=O)Cc1nc2scc(-c3ccc(Cl)cc3)c2c(=O)[nH]1	-2.9%	8%	0%	-9%[20 µM]	0.2%	-0.7%	11%	14%	-0.1%
Cc1cccc(C)c1NC(=O)CN(C)C(=O)c1ccc(COc2ccccc2)cc1	3.0%	-23%	0%	-16%	-0.1%	1.6%	-9%	16%	-1.2%
CCCCOc1ccc(-c2nnn(C(C)C(=O)OCC)n2)cc1 (stereo unspecified)	-1.6%	-34%	-1%	0%	0.2%	-0.1%	-1%	-1%	0.4%
CN(C)S(=O)(=O)c1cc([N+](=O)[O-])ccc1N1CCCCCC1	0.3%	-10%	5%	-7%	0.6%	2.6%	-1%	7%	-0.5%
O=S(=O)(Nc1ccc(-c2cn3ccsc3n2)cc1)c1ccc2c(c1)OCCO2	2.0%	2%	-9%	13%	-0.1%	-1.3%	14%	2%	-0.6%
COc1ccc(-n2cnc3cc(C(=O)NCCN4CCOCC4)ccc32)cc1	-1.0%	-18%	0%	21%	0.6%	-1.5%	-16%	5%	-0.1%
NC(=O)CN1CCCC1c1ccc2c(c1)OCCO2 (stereo unspecified)	-2.3%	-39%	-3%	-1%	nt	-1.9%	-7%	1%	0.1%

An excerpt, so the mix of outcomes need not match the whole.
